Ecoli tolC: growth inhibitors of E. coli tolC mutant, primary screen, strain BW25113 ΔtolC::kan, 384-well; growth inhibition, % at 10 µM (by protocol); OD615; 65,000 compounds, 2.2% hits;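 active = growth inhibition at or above a cutoff equal to the mean over every tested compound plus 3 SD, cut at about 60% in these data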;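 note: growth measured after 20 h incubation at 37 °C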
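System: E. coli ΔtolC::kan strain BW25113; Buffer or medium: LB broth supplemented with 50 µg/mL kanamycin; Compound: 10 µM final, single dose; Incubation: bacterial growth with compound for 20 h at 37 °C; Signal: A615 absorbance measurement; Evaluation: growth inhibition in percent.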
RORA act: activators of orphan receptor RORA, primary screen, cell-based, luminescence | Nuclear receptor ROR-alpha (Homo sapiens), P35398 | CHO-K1 Gal4-RORA LBD luciferase reporter; percent increase over mock-subtracted basal signal | activation, % at 10 µM | 65,000 compounds, 1.5% hits;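 active = activation above the mean of all tested compounds plus 3 SD, cut at about 49% in these data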;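 note: 0% = DMSO-treated RORA cells and 100% = added signal equal to DMSO minus mock-transfected cells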
NADH coupling: inhibitors of PK/LDH coupling enzymes, profiling panel, artefact control, biochemical, MLSMR library; coupled PK/LDH NADH assays, four targets; IC50, µM (series often up to 10 µM), for inactives: at the top dose inhibition; 65,000 compounds, 0.02% hits; AID 774, 2007;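 active = single-dose screening hits from any of four coupled enzyme assays that gave an IC50 when retested across doses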;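 note: the DPM-DC format reads NADH fluorescence rather than 340 nm absorbance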
SF-1 act: activators of human SF-1, primary screen, cell-based, CHO-K1, Gal4-SF-1 LBD, luciferase luminescence | CHO-K1 Gal4-SF-1 LBD luciferase reporter; % increase over DMSO SF-1-specific signal | activation, % at 10 µM | 65,000 compounds, 1.9% hits | Steroidogenic factor 1 (Homo sapiens), Q13285 | AID 522, 2006;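 active = activation above the mean activation of all tested compounds plus 3 SD, cut at about 50% in these data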
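Assay system: CHO-K1 cells co-transfected with Gal4 DBD–human SF-1 LBD, 5xGal4 luciferase reporter / Input: 4,000 cells per well / Incubation: 20 h compound exposure at 37 °C after 1 h cell settling / Detection: SteadyLite luciferase luminescence / Control set: DMSO negative control and −SF1 background wells / Replication: one test per compound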
Autofluor 339: intrinsic fluorescence of library compounds, ex339/em460 – biochemical, MLSMR library, data from DPM-DC assay, artefact control, profiling panel; fluorescence fold increase at 10 µM; 65,000 compounds, 5.5% hits; compound autofluorescence, ex339/em460 nm, NADH buffer; stronger effect = higher value; 1 = no-compound wells, NADH background;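 active = at 10 µM, mean starting fluorescence two-fold or more over control wells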;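 note: signal is the first read of a kinetic run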
TNAP act DEA: human TNAP enzyme activators, primary screen, biochemical, luminescent, intermediate phosphate acceptor level. activation factor at 20 µM. 64,000 tested, under 10 active. purified TNAP, CDP-star luminescence, 100 mM DEA, 30 min; stronger effect = higher value; scale: 0 levamisole-inhibited, 1 vehicle-only enzyme;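 active = activation factor of at least 2 at 20 µM, relative to controls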
Ec RNAP inh: E. coli RNAP inhibitors, biochemical. AID 559, 2006. DNA-directed RNA polymerase subunit beta (Escherichia coli (strain K12)), P0A8V2. inhibition, %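 (tested at 10 µM)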. E. coli RNA polymerase, fluorescence transcription assay. 62,000 compounds, 0.2% hits; in the data active = inhibition above about 20%;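 note: 0% = enzyme without compound and 100% = no enzyme blank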
Target sequence (P0A8V2 whole entry, looked up): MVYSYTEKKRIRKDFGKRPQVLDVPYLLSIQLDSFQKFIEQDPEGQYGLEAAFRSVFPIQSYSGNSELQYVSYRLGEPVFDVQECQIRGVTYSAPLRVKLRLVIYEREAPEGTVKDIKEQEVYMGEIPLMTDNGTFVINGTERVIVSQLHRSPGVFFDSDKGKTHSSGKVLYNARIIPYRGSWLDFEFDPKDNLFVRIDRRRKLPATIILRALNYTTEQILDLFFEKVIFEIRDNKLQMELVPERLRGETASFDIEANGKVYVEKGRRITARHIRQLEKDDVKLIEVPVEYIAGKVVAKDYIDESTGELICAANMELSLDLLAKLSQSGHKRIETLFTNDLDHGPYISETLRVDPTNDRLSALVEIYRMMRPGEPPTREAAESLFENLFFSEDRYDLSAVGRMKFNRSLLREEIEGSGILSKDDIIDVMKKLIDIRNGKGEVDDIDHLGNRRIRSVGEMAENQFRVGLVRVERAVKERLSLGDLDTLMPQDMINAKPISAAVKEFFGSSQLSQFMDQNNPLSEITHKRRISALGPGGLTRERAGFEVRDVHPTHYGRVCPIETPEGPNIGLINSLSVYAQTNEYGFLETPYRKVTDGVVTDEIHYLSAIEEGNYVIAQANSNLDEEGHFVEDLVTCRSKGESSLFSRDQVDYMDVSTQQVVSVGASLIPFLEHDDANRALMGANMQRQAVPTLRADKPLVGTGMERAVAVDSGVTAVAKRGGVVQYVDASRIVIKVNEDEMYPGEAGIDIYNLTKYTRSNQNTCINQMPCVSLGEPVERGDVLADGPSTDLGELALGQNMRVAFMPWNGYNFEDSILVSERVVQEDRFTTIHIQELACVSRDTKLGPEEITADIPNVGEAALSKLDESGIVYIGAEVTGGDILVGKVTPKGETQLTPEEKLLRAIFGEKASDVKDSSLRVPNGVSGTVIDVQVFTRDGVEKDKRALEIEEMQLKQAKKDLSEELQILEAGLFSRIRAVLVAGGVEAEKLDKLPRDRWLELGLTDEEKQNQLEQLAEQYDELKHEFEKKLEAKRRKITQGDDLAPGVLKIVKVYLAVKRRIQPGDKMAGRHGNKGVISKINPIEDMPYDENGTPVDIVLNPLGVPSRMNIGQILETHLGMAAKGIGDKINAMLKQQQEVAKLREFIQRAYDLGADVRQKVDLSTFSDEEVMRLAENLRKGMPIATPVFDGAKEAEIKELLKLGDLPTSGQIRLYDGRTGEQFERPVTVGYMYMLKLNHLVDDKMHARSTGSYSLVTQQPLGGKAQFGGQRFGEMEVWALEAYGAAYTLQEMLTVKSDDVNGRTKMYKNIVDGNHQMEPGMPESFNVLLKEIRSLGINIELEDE
M1 agonist: M1 muscarinic receptor agonists, primary screen, CHO-M1 cells, Fluo-4 calcium, agonist mode | Fluo-4 calcium fluorescence; stronger effect = higher value | B-score at 10 µM | AID 626, 2007 | 64,000 compounds, 3% hits;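 active = fluorescence rise, raw or as B-score row- and column-corrected plate score, outside the 99.7% band of its plate's samples, either direction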
M1 antagonist: antagonists of rat M1 muscarinic receptor. AID 628, 2007. Muscarinic acetylcholine receptor M1 (Rattus norvegicus), P08482. 64,000 compounds, 3.4% hits. CHO-M1 cells, Fluo-4 calcium, ACh EC80 antagonist mode; stronger effect = lower value. B-score at 10 µM;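 active = calcium fluorescence response, raw or row-and-column corrected B-score, differing from the plate sample mean either way at a set confidence level, mostly lower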
* hit, by the source's call; . = no result given; [ ] = remark or other dose.

SMILES	Ecoli tolC	RORA act	NADH coupling	SF-1 act	Autofluor 339	TNAP act DEA	Ec RNAP inh	M1 agonist	M1 antagonist
CCCN1CC23C=CC(O2)C(C(=O)O)C3C1=O (stereo not drawn)	-17	4	2%	2	1	0.9	7	0.044	0.037
Cc1c(Cl)cccc1NC(=O)CC(C(=O)O)C1CCCO1 (stereo not drawn)	-11	-14	6%	-12	1.1	1	2	-0.51	0.87
O=C(CCn1c(=O)c2sccc2n(CC(=O)OCc2ccccc2)c1=O)NCc1ccco1	-2	6	9%	-4	1.1	1	11	0.2	0.54
CCOC(=O)c1[nH]c(C)c(C(=O)NC(C)CC)c1C (stereo not drawn)	-11	11	6%	-26	1	0.9	5	0.35	-0.019
CC(C)c1ccccc1NC(=O)c1cccnc1	-16	-5	6%	-10	1	0.9	6	1.8	-0.77
CCCn1c(N2CCC(Cc3ccccc3)CC2)nc2c1c(=O)[nH]c(=O)n2C	53	13	6%	-26	1.1	0.9	.	2.8	-0.18
Cc1cc2ccccn2c1C(=O)c1ccncc1	-4	1	3%	-13	1	0.9	9	-0.57	-0.28
COC(=O)c1ccc(C2CC(=O)NC3=C2C(=O)CCC3)cc1 (stereo not drawn)	-17	-29	7%	-2	1.1	0.9	8	-0.14	0.14
CCCc1cc(C(=O)NCCc2ccc(OC)c(OC)c2)no1	-2	-17	4%	-19	1.1	0.9	8	-0.64	0.32
COC(=O)Nc1ccc(C)c2nsnc12	-10	-12	5%	-9	1.1	1.1	-1	0.039	-0.48
COc1ccc(C2CC(=O)c3cnc(NC(=O)c4ccccc4)nc3C2)c(OC)c1 (stereo not drawn)	6	18	4%	8	1.1	0.9	-3	-0.23	-0.053
COc1ccc(N2CC(O)=C(c3nc4ccccc4s3)C2=N)cc1	-9	-2	10%	13	1.6	0.9	6	-0.39	-0.041
CCOC(=O)c1ccc(N2C(=O)CC(C(=O)OC)=C2C)cc1	-10	-7	2%	-9	1.1	0.9	-4	0.22	-0.94
CC(=O)Oc1cccc(N2C(=O)CC(Nc3ccc(N4CCOCC4)cc3)C2=O)c1 (stereo not drawn)	14	-13	5%	6	1.1	1	10	-0.51	0
CC(C)OCCCNc1ncnc2c1[nH]c1ccc(F)cc12	96*	-76	9%[fluoresces]	-84	3.8*	1	5	17*	-5.3*
CCOc1ccc(NC(=O)Nc2cc(C)ccc2OC)cc1	11	4	4%	23	1.1	0.9	0	-0.64	0.87
COc1ccc(C2CC(=O)C3=C(C2)NC(C)=C(C#N)C3c2ccc(N(C)C)cc2)cc1 (stereo not drawn)	37	2	9%	-11	1.2	0.9	12	.	.
Cc1ccc2nc(-c3ccc(NC(=O)c4ccco4)cc3)[nH]c2c1	-4	31	3%	50*	1.1	0.9	0	0.58	0.16
Cc1ccc2c(c1)N(CCCC(=O)NCc1ccc3c(c1)OCO3)C(=O)CO2	3	-16	10%	-3	0.98	1	1	0.34	-0.66
COC(=O)C1=COC(C)C2CN3CCc4c([nH]c5ccccc45)C3CC12 (stereo not drawn)	5	-6	3%	-1	1.2	0.8	6	-1.2	-0.5

Full records from above. Order of values: Ecoli tolC	RORA act	NADH coupling	SF-1 act	Autofluor 339	TNAP act DEA	Ec RNAP inh	M1 agonist	M1 antagonist
Cc1ccc2nc(-c3ccc(NC(=O)c4ccco4)cc3)[nH]c2c1 in the list: -4	31	3%	50*	1.1	0.9	0	0.58	0.16
CCCN1CC23C=CC(O2)C(C(=O)O)C3C1=O (stereo not drawn) in the list: -17	4	2%	2	1	0.9	7	0.044	0.037
COc1ccc(C2CC(=O)C3=C(C2)NC(C)=C(C#N)C3c2ccc(N(C)C)cc2)cc1 (stereo not drawn) in the list: 37	2	9%	-11	1.2	0.9	12	.	.
COC(=O)C1=COC(C)C2CN3CCc4c([nH]c5ccccc45)C3CC12 (stereo not drawn) in the list: 5	-6	3%	-1	1.2	0.8	6	-1.2	-0.5
COc1ccc(N2CC(O)=C(c3nc4ccccc4s3)C2=N)cc1 in the list: -9	-2	10%	13	1.6	0.9	6	-0.39	-0.041

Continued.
SMILES	Ecoli tolC	RORA act	NADH coupling	SF-1 act	Autofluor 339	TNAP act DEA	Ec RNAP inh	M1 agonist	M1 antagonist
Cc1cc(NC(=O)CCC2COc3ccccc3O2)no1 (stereo not drawn)	0	0	3%	-18	1.1	0.9	7	-0.76	-0.71
COc1ccc(C(C)=O)cc1COC(=O)c1cccc(N(C)C)c1	18	6	7%	-12	2.1*	1	-1	0.42	-1.2
CCOC(=O)C1CCN(CC(=O)Nc2c(C(=O)OC)[nH]c3ccccc23)CC1	3	15	9%	-10	1.4	0.9	5	-0.16	-0.64
O=C(Nc1ccccc1N1CCN(C(=O)c2ccc(Cl)cc2)CC1)c1ccc2c(c1)OCO2	29	4	4%	27	1.2	0.9	11	-2.2*	0.014
COCCN(CCOC)S(=O)(=O)c1ccc(C(=O)Nc2nnc(C)o2)cc1	-17	-20	6%	0	1.1	1	-3	-0.025	1.7
CCc1nc(NCC(C)C)c(C#N)c2c1COC(C)(C)C2	8	-7	4%[fluoresces]	-2	2.1*	0.9	-2	0.77	0.51
CCCCn1c(CNC(C)=O)nc2ccccc21	-4	10	2%	-7	1.1	1	6	0.024	-0.014
COc1ccc(Br)cc1CNC(=O)C1CCN(S(=O)(=O)N2CCCCC2)CC1	11	-28	3%	-10	1.1	0.9	-4	0.9	0.1
CCOc1ccc(OCC)c(S(=O)(=O)N2CCCCC2)c1	17	-9	0%	-8	1.1	1	-2	0.96	-0.26
COc1cc(NC(=O)C2CCCN2S(=O)(=O)c2cccc3cccnc23)cc(OC)c1OC (stereo not drawn)	-8	-1	1%	-1	1	0.9	3	1	0.95
CCCCc1c(O)n2c(nc3ccccc32)[nH]c1=O	12	-12	1%	-1	1	0.8	7	-0.77	0.38
COC(=O)CNC(=O)c1cn(CC(C)C)c(=O)c2cc(OC)c(OC)cc12	-15	-9	1%	1	1.1	0.9	5	0.55	0.29
CSc1nsc(SC)c1NC(=O)OCc1ccccc1	43	0	4%	6	1.1	0.8	9	.	.
COC(=O)c1ccccc1NC(=O)Nc1cccnc1	-12	-8	7%	-9	1.4	0.9	0	0.028	0.48
COc1ccc(C)cc1NC(=O)CN(c1ccccc1F)S(C)(=O)=O	12	-2	5%	-20	1.1	1	6	-0.25	0.63
CC(C)(C)n1ncc2c(=O)n(CC(=O)NCCc3ccccc3)cnc21	13	-1	3%	32	0.98	0.9	-15	-0.24	0.86
CC(=O)Nc1ccc(S(=O)(=O)NCc2cn3ccsc3n2)cc1	-12	-5	6%	-2	1.1	.	.	-0.24	0.074
CC(=O)c1cnc(N2CCCCC2)nc1C	2	6	3%	-12	1.1	1	-8	0.14	-0.14
CC(=O)N(Cc1ccccc1)c1ncc2c(n1)c(=O)c(C#N)c1ccccn12	-7	18	13%	-2	1.5	0.9	5	4*	-0.029
c1ccc(COc2ccc(OCCn3cncn3)cc2)cc1	1	19	3%	55*	1.1	0.9	9	-1.3	-0.52
Cc1cc(OCCSc2nnc(-c3cccs3)n2C)ccc1Cl	35	-14	6%	8	1.1	1	6	-0.56	-0.91
CC(CP(=O)(O)O)NC(=O)Cc1ccccc1 (stereo not drawn)	-3	0	0%	16	1.1	1	-1	-0.85	1.1
COC(=O)CSC1=C(C#N)C(c2ccc(Cl)cc2)C(C(=O)OC)C(=O)N1 (stereo not drawn)	18	11	6%	-6	1.1	0.9	-6	-0.12	-0.095
C[C@]12C=CC(=O)C=C1CC[C@@H]1[C@@H]2[C@@H](O)C[C@@]2(C)[C@H]1CC[C@]2(O)C(=O)COC(=O)CCC(=O)O	10	-3	2%	-11	1	0.9	10	-0.045	0.51
O=C(CCn1c(=O)sc2ccccc21)NCCC1=CCCCC1	-7	-10	6%	-7	1.1	.	.	0.011	0.24
CCCCSc1nnc(-c2ccc(NC(=O)CC)cc2)n1C	10	-8	10%	1	1.1	0.9	4	0.38	-0.49
CCOc1ccc(-c2nnc(-c3cccs3)o2)cc1OCC	-35	53*	12%[fluoresces]	17	3.7*	0.9	1	0.0011	0.021
CCN(C#N)c1nc(NC(C)C)nc(NC(C)C)n1	7	-23	2%	4	1	0.9	7	0.43	-3.5*
COc1ccc(Cl)cc1S(=O)(=O)N1CCN(c2ccc(F)cc2)CC1	54	18	3%	1	1	0.9	-4	-0.47	-1.3
Cn1ncc2c1ncn1nc(COc3ccc4ccccc4c3)nc21	-2	10	3%	3	0.93	0.8	8	-0.55	0.1
CC1(C)N=C(/C=N/O)CN1O	-24	1	9%	-4	1	0.9	8	-2.5	-0.042
CCOCCCNC(=O)C1CCCCN1S(=O)(=O)c1ccc(F)cc1 (stereo not drawn)	-17	-17	12%	0	0.8	1	0	0.59	0.22
Cn1c(OCc2ccco2)nc2c1c(=O)n(Cc1ccc(Cl)c(Cl)c1)c(=O)n2C	10	-14	5%	-3	1.1	1	9	-0.0024	0.32
Cn1c2c(c(=O)n(C)c1=O)C(NC(=O)C(C)(C)C)(C(F)(F)F)C(=O)N2 (stereo not drawn)	7	-6	1%	-5	1.1	0.9	8	0.38	0.22
CCc1nc(SCC(=O)Nc2nccs2)c2oc3ccccc3c2n1	11	-1	2%	11	1	0.8	8	-0.78	-0.22
COc1ccc(-c2nc3n(n2)C(c2ccccc2Cl)C(C(N)=O)=C(C)N3)cc1 (stereo not drawn)	-5	-6	3%	15	1.2	0.7	4	0.34	-3*
CCC(=O)N(Cc1ccc(S(N)(=O)=O)cc1)C1CC(=O)N(c2ccc(OC)cc2)C1=O (stereo not drawn)	-2	-4	0%	-4	1.1	0.9	8	-0.096	1.5
COc1ccc(N(CC(=O)Nc2cc(C)ccc2C)S(=O)(=O)c2c(C)nn(C)c2C)cc1	8	-11	3%	-4	1	0.9	-2	0.59	0.4
COc1cc(OC)nc(NC(=O)NS(=O)(=O)c2ccc(OC(F)(F)F)cc2)n1	-18	-16	12%	-13	1.1	0.9	5	0.38	0.056
Brc1ccc(-c2nnc3n2-c2ccccc2CC3)cc1	14	-10	3%	-10	1.1	1	2	-0.21	-0.88
COc1ccc2sc(NC(=O)CC(C)C)nc2c1	59	23	4%	66*	1.1	0.9	6	0.24	-0.63
CC(C)OCCCNC(=O)CN1CCN(Cc2ccccc2Cl)C1=O	-4	11	3%	-6	1.1	0.9	6	0.13	0.068
Cc1nc2ccc(S(=O)(=O)NCC(=O)N3CCCCC3)cc2s1	-11	-12	3%	-4	1	0.8	5	0.46	0.61
CCN(CC)CCN1C(=O)c2ccccc2NC1c1cc(OC)c(OC)c(OC)c1 (stereo not drawn)	8	-5	2%[fluoresces]	6	2.3*	0.9	.	0.064	0.005
C=CCn1c(SCC(=O)O)nnc1-c1ccc(C(C)(C)C)cc1	-10	8	6%	17	1.1	0.9	2	0.47	-0.53
CC(=C1C(=O)c2ccccc2C1=O)N1CCC(C(N)=O)(N2CCCCC2)CC1	-10	-18	2%	5	1	0.9	5	-1.2	0.047
COc1ccccc1-c1nnc2sc(COc3ccccc3)nn12	19	-7	3%	-7	1.1	0.8	5	-1.1	0.063

From PubChem BioAssay

Not a hit list; overall some 15% were active at least once.
